hiPSC survival: hiPSC single-cell survival enhancement; 0.044% of 360,000 active; AID 602274; ATPlite luminescence; 100% = ROCK inhibitor wells, 0% = DMSO; survival enhancement, % at 20 µM; in the data active = survival enhancement above about 18%;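 note: cells exposed to compounds for 16 hours before the ATP read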
Cardio protect: modulators protecting cardiomyocytes from myocardial damage | H9c2 cardiomyocytes, H2O2 injury protection, ATPLite, 2 h | 0.63% of 360,000 active | protection from H2O2 cell death, % at 20 µM;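 active = compounds giving at least 50% protection of heart cells from peroxide-induced death in the single-dose screen, raw or plate-pattern-corrected value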;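 note: 0% = DMSO wells with peroxide and 100% = DMSO wells without peroxide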
Granule exo inh: blocks lytic granule exocytosis; TALL-104 LAMP-1 surface exposure, flow cytometry; cells stimulated with thapsigargin and PMA; 0.66% of 360,000 active; inhibition, % at 10 µM;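 active = inhibition above about 55%, limit read from the data; inconclusive = no clear call, values can overlap the other calls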
ABHD5-PLIN5 inh: ABHD5-PLIN5 protein interaction inhibition. AID 602281. Q00G26+Q8WTS1. Split G. princeps luciferase complementation, luminescence, 4 h. 0.78% of 360,000 active. inhibition, % at 4 µM;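 active = inhibition above the mean inhibition across every tested compound plus 3 SD, cut at about 22% in these data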;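 note: 0% = DMSO only wells and the 100% control is not disclosed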
ABCB6 inh 2: inhibitors of human ABC transporter ABCB6. K562-ABCB6 porphyrin accumulation, flow cytometry, 1 h; active compounds read low. Q9NP58. 0.19% of 360,000 active. fluorescence ratio to DMSO, % at 10 µM. AID 602162;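 active = fluorescence ratio to DMSO below 75%, the collection mean minus 3 SD; inconclusive = too few cells collected in the well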;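 note: signal is porphyrin accumulated inside mitochondria; 100% equals median channel fluorescence of DMSO control wells; lower ratio means ABCB6 inhibition with less porphyrin fluorescence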
Target sequence (Q9NP58 whole entry, looked up): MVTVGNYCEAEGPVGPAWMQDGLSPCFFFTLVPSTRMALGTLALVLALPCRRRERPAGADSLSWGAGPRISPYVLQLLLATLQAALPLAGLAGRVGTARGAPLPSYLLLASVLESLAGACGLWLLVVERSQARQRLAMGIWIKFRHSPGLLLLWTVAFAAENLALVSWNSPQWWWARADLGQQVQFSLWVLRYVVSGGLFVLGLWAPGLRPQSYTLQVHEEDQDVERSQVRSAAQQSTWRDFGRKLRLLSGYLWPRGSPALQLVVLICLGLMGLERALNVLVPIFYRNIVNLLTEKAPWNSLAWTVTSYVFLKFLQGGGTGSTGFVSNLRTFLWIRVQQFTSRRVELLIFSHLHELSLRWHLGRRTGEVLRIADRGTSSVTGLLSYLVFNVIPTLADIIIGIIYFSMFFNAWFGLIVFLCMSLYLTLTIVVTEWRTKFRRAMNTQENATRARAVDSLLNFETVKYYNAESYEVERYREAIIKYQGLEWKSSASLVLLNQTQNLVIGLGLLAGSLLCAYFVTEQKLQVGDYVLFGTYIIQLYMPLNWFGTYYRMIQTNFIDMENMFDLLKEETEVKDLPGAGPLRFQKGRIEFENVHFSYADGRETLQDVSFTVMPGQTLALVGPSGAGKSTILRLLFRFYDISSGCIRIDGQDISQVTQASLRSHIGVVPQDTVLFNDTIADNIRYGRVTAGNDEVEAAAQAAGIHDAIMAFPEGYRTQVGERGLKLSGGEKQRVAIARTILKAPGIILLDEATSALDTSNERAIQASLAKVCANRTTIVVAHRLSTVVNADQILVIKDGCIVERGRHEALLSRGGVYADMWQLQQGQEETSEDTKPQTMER
m5-HT2A agonist: activates the mouse 5-HT2A serotonin receptor | P35363 | CHO-K1 mHTR2A beta-arrestin complementation, luminescence; percent of 30 µM serotonin response | activation, % at 7.6 µM | 0.66% of 360,000 active | AID 624169;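 active = activation above a run cutoff, the mean activation of all tested compounds plus 3 SD, cut at about 14% in these data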;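 note: 0% = plate median of compound wells and 100% = 30 µM serotonin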
MC4R ag barr: activates human MC4R beta-arrestin recruitment | P32245 | activation, % at 8.9 µM | 0.98% of 360,000 active | U2OS MC4R beta-arrestin complementation, luminescence; percent of melanotan II response, DMSO zero;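 active = activation above a per-plate cutoff, the mean activation of sample wells on that plate plus 3 SD, cut at about 8% in these data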
aDG glyco up: alpha-DG glycosylation activation. Pro5-aDG cells, alpha-DG glycosylation AlphaScreen (IIH6); 0% Pro5, 100% B10-LARGE cell signal. 0.22% of 360,000 active. activation, % at 10 µM;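 active = activation of at least 8% versus controls, or a plate z-score of at least 8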;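 note: Pro5 are CHO cells carrying HIG-tagged alpha-DG that lacks glycosylation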
N-glyco inh: N-linked glycosylation inhibition; D54 ERlucT glycosylation luciferase reporter, 24 h; percent of 100 nM tunicamycin response; reporter increase, % at 12.5 µM; 0.23% of 360,000 active; AID 588692;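 active = mean luciferase reporter signal, scaled so untreated is 0 and the glycosylation-blocking control 100, at or above a set limit in every replicate; inconclusive = mean reaches the limit but not every replicate does; inactive = mean below the limit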;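 note: luciferase carries N-glycosylation sites so blocking glycosylation raises the light; 0% = median of neutral control wells and 100% = median of 100 nM tunicamycin wells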
MC4R antag cAMP: human MC4R antagonism in cAMP assay; P32245; MC4R-expressing cells, MTII-stimulated cAMP, LANCE TR-FRET; inhibition, % at 6.5 µM; 0.48% of 360,000 active; AID 540295;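 active = inhibition above its plate's cutoff, the mean of tested wells on that plate plus 3 SD, cut at about 29% in these data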;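 note: 0% = Melanotan II alone and 100% = Melanotan II plus saturating MCL0020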
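Test system: U2OS cells stably expressing human melanocortin 4 receptor (MC4R); also added: Melanotan II challenge; compound: 6.5 µM single dose; timing: 30-min compound preincubation, 1-h Melanotan II challenge, 1-h detection, room temperature; signal: Eu-cAMP/anti-cAMP TR-FRET, emission 671 nm; repeats: one well per compound, no replicates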
Active calls of the source: *; ? = inconclusive; nt = no result given.

Value order – hiPSC survival	Cardio protect	Granule exo inh	ABHD5-PLIN5 inh	ABCB6 inh 2	m5-HT2A agonist	MC4R ag barr	aDG glyco up	N-glyco inh	MC4R antag cAMP
#1 COc1ccc(C2CC(C(F)(F)F)n3nc(C(=O)O)c(Br)c3N2)cc1 (stereo unspecified)
→ 3.6	6	1	5	106	1	-0.8	-0.2	3	3
#2 COc1ccc(NC(=O)C2CCCN(S(=O)(=O)c3c(C)[nH]c(=O)[nH]c3=O)C2)cc1Cl (stereo unspecified)
→ 1.0	2	0	-6	96	1	5.4	-0.3	1	4
#3 O=C(CSCCc1ccccn1)Nc1cccnc1
→ 3.2	8	-3	3	104	1	-0.7	0.0	0	-2
#4 Cc1cc(C)nc(NC(=O)c2cccc([N+](=O)[O-])c2)c1
→ -0.1	6	3	8	98	4	-0.1	0.7	4	4
#5 CN(C)c1cc(-c2ccccc2)nc(-c2ccccc2)n1
→ -0.4	-10	-7	0	103	5	-1.1	0.2	3	16
#6 Cc1ccc(OCC(O)CN2CCN(c3ccccc3)CC2)cc1 (stereo unspecified)
→ -2.5	-7	6	6	84	1	1.5	-0.4	-1	6
#7 OC(C#CCCN1CCCCC1)(c1ccccc1)C1CCCCC1 (stereo unspecified)
→ -0.6	3	13	1	100	-3	-2.8	0.3	-1	-4
#8 Cc1ccc(N=Nc2c(N)nn(-c3ccccc3)c2N)cc1
→ -2.9	-13	7	-5	95	-4	1.1	-0.4	?	-6
#9 O=C(Cn1nc(-c2nn(CC(=O)c3ccccc3)c3[n+]2CCCCC3)[n+]2c1CCCCC2)c1ccccc1
→ 1.1	5	-5	4	101	-1	2.0	-0.1	1	5
#10 O=C(Nc1ccc(Cl)cc1Cl)Nn1cnnc1
→ 0.1	-4	1	-3	97	1	-1.4	0.4	2	6
#11 O=C(CSc1nccc(=O)[nH]1)Nc1ccccc1Sc1ccccc1
→ -0.2	-8	-4	1	105	-4	0.8	0.0	0	31*
#12 CC(C)N1C(=O)C(Cc2nc3ccccc3c(=O)n2-c2ccccc2)c2ccccc21 (stereo unspecified)
→ 1.1	6	-2	-7	93	0	-0.9	0.1	1	-7
#13 C/C=C/Cn1c(SCc2ccc(Cl)cc2)nc2c1c(=O)[nH]c(=O)n2C
→ 3.0	-11	-1	0	105	-1	-1.6	0.9	1	-8
#14 CCN(CC(=O)Nc1ccc2c(c1)CCC2)Cc1nc2ccccc2c(=O)[nH]1
→ 1.4	0	3	-1	91	-3	-0.7	-0.2	-3	0
#15 CC(=O)N1c2ccc(S(=O)(=O)NCC3CCC(C(=O)NCc4ccc(C)cc4)CC3)cc2CC1C (stereo unspecified)
→ -0.2	-9	-2	-2	94	-2	-1.1	0.4	1	6
#16 CC(=O)Nc1nnc(S(=O)(=O)N2CCN(c3ccc([N+](=O)[O-])cc3Cl)CC2)s1
→ 0.0	-4	-3	-3	94	1	0.1	-0.1	0	10
#17 CCOC(=O)C1CCN(S(=O)(=O)c2ccc3c(c2)NC(=O)C(C)S3)CC1 (stereo unspecified)
→ -0.5	-4	-11	-6	93	3	-1.4	0.5	-2	2
#18 Cc1cccc(C(=O)C2CCN(S(=O)(=O)c3cccc(C(=O)O)c3)CC2)c1
→ 1.8	-2	-3	-4	98	-2	-2.4	0.8	1	7
#19 CCn1c(SCc2nc(-c3ccccc3)no2)nc2ccccc21
→ -1.3	-12	-1	-2	92	2	-1.7	0.0	-2	-4
#20 COc1ccc(CN2CCN(C(=O)CC(C)C)CC2)c(OC)c1OC
→ -1.5	8	1	-2	106	2	-0.8	0.0	0	1
#21 C#CCOCCOCCOCCNc1nc(N2CCN(C(=O)[C@H](CCCCN)n3cc([C@@H](N)C(C)CC)nn3)CC2)nc(N2CCN(C(=O)[C@H](Cc3ccc(O)cc3)n3cc([C@@H](N)CC(C)C)nn3)CC2)n1 (stereo partly specified)
→ 0.5	0	-6	5	97	-10	-1.3	-0.3	3	-3
#22 COc1ccc(S(=O)(=O)N2CCCCC2)cc1NC(=O)C1COc2ccccc2O1 (stereo unspecified)
→ -0.3	2	9	2	97	-2	-1.7	-0.1	-4	0
#23 O=C1CCCC2=C1C(c1cccs1)Nc1ccc3ncccc3c12 (stereo unspecified)
→ -1.5	21	-3	9	82	-5	-2.5	-0.1	9	-6
#24 CCCn1c(=O)c(C(=O)NCCCc2ccccc2)c(O)c2ccccc21
→ -0.4	34	10	3	90	1	0.6	0.0	2	-9
#25 CN1CCN(c2cccc3c2S(=O)(=O)N[C@@H](Cc2ccccc2)CO3)CC1
→ -0.4	nt	3	-1	100	0	nt	0.1	nt	nt
#26 COc1cc(Cl)c(C)cc1NC(=O)Cc1ccc(OC)c(OC)c1
→ -0.5	-2	4	-2	106	-1	-2.1	1.3	-3	17
#27 COc1cc(NC(=O)c2cc([N+](=O)[O-])ccc2NC(=O)CNCc2ccccn2)cc(OC)c1
→ -0.3	20	-2	-16	91	-3	1.0	-0.4	8	15
#28 O=C(NCCCN1CCCC1=O)C(=O)Nc1cccc(F)c1
→ -0.5	6	-4	5	97	1	-2.0	0.2	-4	18
#29 Cc1c(C(=O)N(CCC#N)c2ccccc2)sc2nc3n(c(=O)c12)CCCC3
→ 1.1	-4	-5	4	95	7	1.4	0.1	0	7
#30 Cn1c(COc2ccc(Cl)cc2)nnc1SCc1ncc(-c2ccccc2)o1
→ -1.9	4	1	4	93	-3	0.8	-0.1	-4	-6
#31 CC(C)(C)OC(=O)N1CCCC(C(=O)CC#N)C1 (stereo unspecified)
→ 1.9	14	-3	1	101	-2	1.1	0.4	1	1
#32 Cc1cccc(/C=C2\Sc3ccc(C(=O)N4CCC(C(N)=O)CC4)cc3N(C)C2=O)c1
→ 0.5	2	0	6	97	-10	-2.1	1.1	11	4
#33 COCCCn1c(=O)c2ccccc2n(Cc2ccccc2C)c1=O
→ -0.5	-3	-4	5	96	-5	-1.9	0.0	-1	3
#34 Cc1cccc(NC(=O)CCc2ccc(C)o2)c1
→ 0.5	19	8	2	102	0	-0.2	0.0	-2	12
#35 Cc1ccc(S(=O)(=O)Cn2nnnc2C(C)N2CCN(C(=O)c3ccco3)CC2)cc1 (stereo unspecified)
→ 1.4	6	1	-2	97	-2	0.7	-0.2	0	6
#36 COc1ccc2nc(NC(=O)c3ccoc3C)sc2c1
→ -5.3	-16	-5	-9	104	23*	1.4	-0.4	-15	19
#37 O=C(Nc1cccc(Cl)c1)c1ccc(F)c(S(=O)(=O)NCc2ccc3c(c2)OCO3)c1
→ -1.1	-4	-4	-2	97	-4	-0.5	0.4	-2	4
#38 CC1=C(C(=O)OCC2CCCCC2)C(c2ccc(O)cc2)NC(=O)N1 (stereo unspecified)
→ 0.4	0	-1	-2	94	-5	0.2	0.1	0	11
#39 C=CCNC(=O)C(=O)NN=C1CCN(C)CC1
→ -0.1	-4	-2	-2	99	-4	-1.6	0.0	3	4
#40 N#Cc1c(NC(=O)c2cccc(S(=O)(=O)Nc3ccc(C(=O)O)cc3)c2)sc2c1CCCC2
→ 0.8	-6	-3	0	96	5	-1.4	0.0	1	14
#41 CCn1c([N+](=O)[O-])nc2c1c(=O)[nH]c(=O)n2C
→ 0.7	-8	0	7	98	0	-1.1	-0.9	9	-61
#42 O=C(c1ccc(=O)[nH]c1)N(Cc1ccco1)C1(C(=O)NC2CCCCC2)CCCCC1
→ -0.8	-6	-1	2	110	0	0.6	0.3	-1	9
#43 CCC(C)[C@H](NC(=O)NCCCn1ccnc1)C(=O)OC (stereo partly specified)
→ 1.8	2	-5	3	106	1	-0.1	0.6	-1	-1
#44 O=C(CC12CC3CC(C1)CC(CC(=O)N1CCCC1)(C3)C2)N1CCCC1
→ -0.9	-5	0	0	94	4	-2.3	0.0	2	3
#45 Oc1ccc(-c2nccc(-c3ccc(F)cc3)n2)cc1
→ -0.9	3	-21	-7	98	-6	-1.1	0.2	-1	-5
#46 COC1=CCC2([N+](=O)[O-])CN(CCO)CC1([N+](=O)[O-])C2 (stereo unspecified)
→ -1.5	2	8	16	106	4	1.6	-0.1	0	-4
#47 CCOc1ccc(CCNC(=O)C2CCC(=O)N2CCc2ccccc2)cc1OCC (stereo unspecified)
→ -2.1	-1	-1	0	95	3	-2.5	-0.2	-1	-2
#48 CCn1c(SCC(=O)NC2CCCC2)nnc1C(C)C
→ 0.8	-1	-3	-2	91	4	-2.1	0.0	2	1
#49 COc1cccc(CN2CCN(Cc3nc(C(C)C)cs3)CC2CCO)c1 (stereo unspecified)
→ 0.6	-2	1	2	96	2	-1.5	-0.2	0	3
#50 N#Cc1cn(Cc2ccccc2)c2ccccc12
→ 1.1	1	-2	-1	80	-4	-1.1	0.0	-1	-2
#51 COC(=O)C1=C(C)NC(C)=C(C(=O)OC)C1c1cc2ccc(C)cc2[nH]c1=O
→ 0.3	4	-3	-2	95	-7	0.3	-0.1	2	3
#52 N#Cc1ccccc1Cn1c(=O)n(-c2ccc(CC(=O)NCc3ccco3)cc2)c(=O)c2sccc21
→ 0.2	-2	-4	4	99	0	0.8	10*	1	5
#53 COc1ccc(NC(=O)CNc2cc(S(=O)(=O)N3CCOCC3)ccc2N2CCOCC2)c(OC)c1
→ -0.4	-4	0	-12	104	-1	0.3	0.2	-1	9
#54 CCOC(=O)C1=CC[C@@H](c2ccccc2)N(S(=O)(=O)c2ccc(C)cc2)[C@H]1/C=C/c1ccccc1
→ 0.7	-7	2	-7	95	-6	nt	-0.3	-7	nt

Screening results as filed in PubChem.
